Source: PubChem (National Center for Advancing Translational Sciences (NCATS))
HT1080NT lethal = kills 2HG-producing HT-1080-NT fibrosarcoma cells; HT-1080-NT fibrosarcoma viability, CellTiter-Glo ATP luminescence, 48 h; Potency, µM (highest dose often 46.1 µM), inactives show top-dose activity, negative = less viability, usual class: cytotoxic; 360,000 compounds, 1.6% hits; AID 686970;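 also: NT is the 2HG producing partner of a matched IDH1 knockdown line; potency is read from the fitted curve at half-maximal effect; 0% = DMSO-treated cells and -100% = media-only wells without cells; nearly all actives have a fitted effect of over 55% in size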
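750 cells/well, RPMI + 5% FBS; 2 h settle, compound pin-transfer, 48 h at 37 degrees C. CellTiter-Glo 10 min RT, luminescence. Normalized to DMSO and media-only wells.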
HT1080 IDH1KD tx = kills HT-1080 cells with IDH1 knockdown | HT-1080 IDH1 knockdown viability, ATP luminescence, 48 h | Potency, µM (highest dose often 46.1 µM), for inactives: top-dose activity, negative = toxicity, actives largely listed as cytotoxic | 360,000 compounds, 2% hits;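 also: potency is read from the fitted curve at half-maximal effect; 0% = DMSO wells and -100% = cell-free medium wells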
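Assay cells: HT-1080 with IDH1 knockdown, 750 per well, RPMI/5% FBS. Exposure: 48 h at 37 °C following 2 h pre-incubation. Read: CellTiter-Glo luminescence; fitted concentration-response, curve class assigned.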
ATXN2 expr inh = inhibitors of ATXN2 expression. Potency, µM (titrated, usually from 57 µM), for inactives: top-dose activity change, negative = inhibition, usual class: inhibitors. 360,000 compounds, 0.72% hits. HEK-293 ATXN2-luciferase reporter, luminescence, 24 h; also: potency is read from the fitted curve at half-maximal effect; % is scaled to controls: 0 for no effect and ±100 for the full control effect; nearly all actives have a fitted effect of over 55% in size
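qHTS (up to 57 uM final) was run with 24 h compound exposure of reporter cells at 37 °C. Each well was multiplexed: SteadyGlo luminescence measured ATXN2-luciferase expression after a fluorogenic Gly-Phe-AFC viability readout (25 uM final).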
MCF10A rereplic = DNA re-replication induction in MCF 10a cells. 350,000 compounds, 2.9% hits. MCF 10A DNA re-replication, Hoechst nuclear intensity, 48 h. Potency, µM (titrated, usually from 46.1 µM), for inactives: top-dose activity, positive = re-replication, most hits filed as activators; also: potency is read from the fitted curve at half-maximal effect; % of control where 0% means no effect; nearly all actives have a fitted effect of over 50% in size
KB-3-1 tox = kills parental KB-3-1 adenocarcinoma cells; 400,000 compounds, 1.4% hits; KB-3-1 viability, CellTiter-Glo ATP luminescence, 72 h; Potency, µM (highest dose often 46.1 µM), for inactives: top-dose activity change, negative = cytotoxic, actives largely listed as cytotoxic; also: potency is read from the fitted curve at half-maximal effect; % is scaled to controls: 0 for no effect and ±100 for the full control effect; nearly all actives have a fitted effect of over 60% in size
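Parental KB-3-1 adenocarcinoma cells in phenol-red-free DMEM with 10% FBS were pin-treated with compounds at several concentrations, incubated 72 h at 37 °C, and viability read by CellTiter-Glo luminescence; concentration-effect curves were fitted after normalization.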
HepG2 tox = kills HepG2 cells in TGF-b inhibitor counter-screen; 410,000 compounds, 0.76% hits; HepG2 CAGA-GFP viability, ATP luminescence, 18 h; Potency, µM (highest dose often 46.1 µM), inactives show top-dose activity change, negative = cytotoxicity, actives largely listed as cytotoxic; also: potency is read from the fitted curve at half-maximal effect; some results filed as inactive show a strong effect at the top dose
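HepG2 CAGA-GFP cells (1000/well, DMEM with 1% FBS) received compound, then TGF-beta at 500 pg/mL final, and were incubated 18 hours at 37 degrees C. Viability was read by CellTiter-Glo luminescence. Media-only wells were set as complete cell-killing and DMSO as no toxicity.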
SW480 rereplic = inducers of DNA re-replication in SW480 colon cancer cells | AID 624297 | 340,000 compounds, 1.8% hits | Potency, µM (doses to about 46.1 µM), inactives show at the highest dose re-replication activation, actives largely listed as activators | SW480 DNA re-replication, Hoechst DNA content imaging, 48 h; also: potency is read from the fitted curve at half-maximal effect; % of control where 0% means no effect; nearly all actives have a fitted effect of over 55% in size
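DNA re-replication was detected as more nuclei of elevated Hoechst intensity after 48 hr exposure to compound (23 nL pinned per well of 250 cells).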
IL1B secr inh = inhibitors of inflammasome signaling (IL-1 beta secretion) | 360,000 compounds, 4.7% hits | activity change, % at 57.5 µM | THP-1 LPS/ATP IL-1B secretion, AlphaLISA, 16 h; active compounds read low; in the data active = activity change below about -50%; inconclusive = mostly about -30% to -49%; also: % is scaled to controls: 0 for no effect and ±100 for the full control effect
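Secreted IL-1B measured by AlphaLISA bead assay after 16 h compound exposure of THP-1 cells; compounds (final up to 57.5 uM) added 1 h before LPS (250 ng/mL) and ATP (1.25 mM) stimulation; lower signal means less secretion.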
S2 tox = cell viability loss in ATXN counter-screen. AID 651635. 400,000 compounds, 0.49% hits. S2 cells (HEK-293 line with an ATXN2-luciferase reporter) viability, CellTiter-Fluor protease fluorescence, 24 h. Potency, µM (doses to about 56.7 µM), most hits filed as cytotoxic; also: potency is read from the fitted curve at half-maximal effect; nearly all actives have a fitted effect of over 40% in size
* = called active by the depositor; i = inactive; ? = inconclusive; . = not tested or not shown; [ ] = remark or other dose. Unless noted, calls follow the shape of the dose curve; as a rule, active = well fitted curve in the direction sought with a large enough effect; inconclusive = small, poorly fitted or top-dose-only effect, or another doubt; inactive = no such curve, though single readings can be large; an effect the other way counts as inactive or inconclusive.

SMILES,HepG2 tox,MCF10A rereplic,ATXN2 expr inh,IL1B secr inh,HT1080NT lethal,HT1080 IDH1KD tx,SW480 rereplic,KB-3-1 tox,S2 tox
Cc1ccc(Cl)cc1N1CCN(C(=O)CN(C2CCCCC2)S(C)(=O)=O)CC1,-13%,3%,-24%,?,-7%,21µM*,-22%,?,i
COc1ccc(OCC(=O)N/N=C/c2ccc(O[C@@H]3O[C@H](CO)[C@@H](O)[C@H](O)[C@H]3O)cc2)cc1,2%,5%,0%,-12,?,1.6µM*,0%,3.7µM*,i
CCOCCOC(=O)C1=C(C)NC(=O)NC1c1cc2c(cc1Br)OCO2 (stereo unspecified),11%,?,17%,-17,13%,14%,4%,3%,?
CCOC(=O)c1cc(-c2ccncc2)nc2c1c(C)nn2C,-39%,-1%,-1%,?,?,?,0%,?,i
CC(C)C(NCC(=O)Nc1ccccc1C(=O)NC1CC1)c1ccccc1 (stereo unspecified),0%,12%,-2%,13,2%,-11%,-6%,3%,i
O=C(O)C(Cc1ccccc1)N1C(=O)/C(=C/c2cccs2)SC1=S (stereo unspecified),0%,12%,-9%,81,-27%,-22%,-1%,4%,?
COc1ccc(NC(=O)COc2ccccc2)c(OC)c1,2%,-21%,42%[activator],-23,20%,8%,-1%,-9%,i
CC(C)C[C@H](NC(=O)C1CCC(CNC(=O)[C@@H]2CCCN2C(=O)OC(C)(C)C)CC1)C(=O)O (stereo partly specified),7%,0%,-36%,7,17%,9%,-3%,-1%,i

Given with values under each structure: two of the compounds above
Below each compound: HepG2 tox, MCF10A rereplic, ATXN2 expr inh, IL1B secr inh, HT1080NT lethal, HT1080 IDH1KD tx, SW480 rereplic, KB-3-1 tox, S2 tox
- CCOCCOC(=O)C1=C(C)NC(=O)NC1c1cc2c(cc1Br)OCO2 (stereo unspecified)
 : 11%, ?, 17%, -17, 13%, 14%, 4%, 3%, ?
- CCOC(=O)c1cc(-c2ccncc2)nc2c1c(C)nn2C
 : -39%, -1%, -1%, ?, ?, ?, 0%, ?, i

Next part.
SMILES,HepG2 tox,MCF10A rereplic,ATXN2 expr inh,IL1B secr inh,HT1080NT lethal,HT1080 IDH1KD tx,SW480 rereplic,KB-3-1 tox,S2 tox
CCC(=O)Nc1sc(C(=O)Nc2ccccc2)c(C)c1C(=O)OC,-68%,2%,.,-6,-18%,-16%,21µM*,0%,i
COc1ccc(-c2cc(-c3ccc(Br)cc3)nc3ncnn23)cc1OC,-17%,?,-18%,-19,-26%,-22%,-4%,-23%,i
Cn1c(=O)c2c(ncn2CC(=O)N/N=C/c2ccc(Br)s2)n(C)c1=O,0%,0%,1%,12,3%,0%,-1%,2%,i
O=C(CSc1nc(C2CC2)nc2ccccc12)Nc1ccc2c(c1)OCCO2,-2%,?,-1%,-71*,-2%,-28%,?,0%,i
CC(C)CCNC(=O)C(=O)Nc1c2c(nn1-c1ccccc1)CS(=O)(=O)C2,-22%,.,-5%,.,.,.,.,2%,i
Cc1noc(C)c1S(=O)(=O)N(CC(=O)NCc1ccc(F)cc1)c1ccc(C(C)C)cc1,5%,8%,2%,-11,-5%,-7%,-1%,-3%,i
COC(=O)C1CN(C(=O)C(C)Oc2ccc(F)cc2)c2ccccc2O1 (stereo unspecified),5%,-1%,-4%,24,2%,4%,1%,-1%,i
CC(C)c1ccc(N(C(=O)c2snc(C(N)=O)c2N)C(C(=O)NC2CCCC2)c2ccncc2)cc1 (stereo unspecified),-16%,?,-7%,41,?,?,14%,-7%,i
CC(C)(C)c1ccc(NC(=O)COC(=O)CCc2nc3ccccc3c(=O)[nH]2)cc1,-2%,-3%,-2%,3,-1%,-2%,2%,23%,i
O=C(NC(Cc1ccccc1)C(=O)NCc1ccccn1)c1ccco1 (stereo unspecified),-20%,0%,3%,19,-5%,-4%,-1%,-9%,i
Cc1ccc(CNC(=O)CCS(=O)(=O)c2ccc(Br)s2)cc1,-77%,-3%,-7%,22,-1%,-2%,-1%,7%,i
COCc1cc(=O)n2[nH]cc(-c3ccsc3)c2n1,-26%,?,-7%,13,-6%,-23%,0%,4%,i
Cc1ccc(NC(=O)c2cc([N+](=O)[O-])ccc2Cl)c(O)c1,7%,-41%[inhibitor],-6%,-76*,-27%,-19%,-12%,-6%,i
CCCn1cnc2cc(NCc3ccccc3O)ccc21,-3%,2%,.,-6,6%,-1%,-13%,1%,?
COc1ccccc1-c1nnc2sc(-c3ccc(N(C)C)cc3)nn12,-20%,?,-17%,-1,0.92µM*,0.52µM*,?,0.29µM*,?
Cc1[nH]n(-c2cccc(Cl)c2)c(=O)c1C=NCc1ccco1,0%,-2%,.,2,17%,10%,-55%[inhibitor],4%,i
O=C(c1ccccc1NS(=O)(=O)c1cccc(C(F)(F)F)c1)N1CCc2ccccc21,7%,4%,-5%,20,3%,4%,-1%,8%,i
CCC1(O)CCCC2C3CCC4CC(=O)CCC4(C)C3C(=O)CC21C (stereo unspecified),-27%,7%,6%,-5,0%,-3%,-9%,-6%,i
Cc1cc(C)n(-c2ccc(C(=O)Nc3cccc(S(=O)(=O)N4CCCC4)c3)cc2)n1,-17%,-4%,-38%,1,-4%,-12%,5%,-6%,i
N#C/C(=C/c1ccc(N2CCCCC2)o1)C(=O)Nc1ccc(Cl)cc1,-11%,-1%,38%[activator],-13,5%,12%,-10%,0%,i
Cc1cc(=O)[nH]c(SCC(=O)OCc2ccccc2)c1C#N,-19%,-12%,-22%,-2,13%,-2%,3%,0%,?
c1csc(-c2nc(NCCCN3CCOCC3)c3ccccc3n2)c1,-28%,13%,-28%,-24,-29%,?,3%,23%,i
O=C(Nc1ccc(C(=O)c2ccccc2)cc1)c1ccccc1,-4%,2%,49%[activator],?,-18%,-18%,0%,-6%,i
Cc1ccc(NC(=O)COc2coc(CN3CCc4ccccc43)cc2=O)cc1Cl,-28%,?,0%,-6,8%,12%,3%,-3%,i
CC1CCCCC1NC(=O)CCc1nc2sc3c(c2c(=O)[nH]1)CCCC3 (stereo unspecified),-32%,-4%,6%,34,-2%,1%,5%,10%,i
N#CC1=C2Nc3ccccc3N2C(=O)NC1(c1ccccc1)C(F)(F)F (stereo unspecified),2%,1%,-6%,-9,7%,0%,-8%,19%,i
C/C(Cn1cnc([N+](=O)[O-])n1)=N\NC(=O)c1cccc(F)c1,-10%,25%,5%,-2,-9%,-4%,-4%,13%,i
Cc1ccc(C(=O)NCc2ccco2)cc1S(=O)(=O)Nc1cccc(Cl)c1,-7%,754%[0.0737 µM],-1%,-20,-1%,-1%,?,27%,i
Cn1nc(CC(=O)NCc2ccc(F)cc2)c2ccccc2c1=O,-19%,-7%,-16%,39,2%,-9%,-14%,-3%,i
Cc1nonc1NC(=O)CSc1ccccn1,-11%,-7%,-10%,4,0%,13%,-5%,19%,i
Cc1ccc2[nH]c(=O)c(COC(=O)c3cccs3)cc2c1,-4%,1%,?,0,8%,?,2%,4%,i
O=C(NC1CCCC1)C1CC(=O)N(c2ccccc2)C1 (stereo unspecified),0%,-17%,-3%,4,5%,0%,-7%,26%,i
Cc1ccc(CN2C(=O)C(C)(C)Oc3ccc(C(=O)N4CCCCC4)cc32)cc1,-17%,19%,-1%,-17,-18%,3%,3%,-22%,i
Clc1cccc(Cl)c1-c1noc(CN2CCOCC2)n1,10%,-2%,.,-5,1%,5%,-4%,1%,i
Cc1c([N+](=O)[O-])cc(S(=O)(=O)Nc2ccncc2)cc1[N+](=O)[O-],-2%,-7%,-14%,5,-11%,1%,-25%,-6%,i
O=C(NC(=S)NCCC1=CCCCC1)c1ccc(Br)o1,-12%,12%,45%[activator],-7,2%,6%,-1%,-1%,i
Cn1c(=O)n(C)c2cc(/C=N/NC(=O)c3ccc(Cl)cc3)ccc21,-6%,1%,1%,0,?,?,22%,6%,i
Nc1nonc1-n1nnc(C(=O)N/N=C/c2ccccc2Cl)c1CSc1ccccc1,23%,16%,-24%,1,-4%,0%,-121%[inhibitor],0%,i
O=C(O)c1cncc(Br)c1,14%,4%,5%,1,6%,17%,-7%,1%,i
Cc1cc(-c2nc3ncccc3o2)ccc1NC(=S)NC(=O)c1ccco1,-3%,13%,26%,?,10%,19%,2%,27%,i
O=C(C[n+]1cc(-c2ccccc2)n2c1CCC2)Nc1nc(-c2ccccc2)cs1,-29%,-6%,10%,0,0%,-10%,-5%,16µM*,i
CNC(=O)C[C@H]1C(=O)N(Cc2ccccc2)C[C@@H]1CSC,8%,.,2%,-8,12%,4%,.,23%,i
CCCn1nc(C(=O)Nc2ccc(S(=O)(=O)Nc3nccs3)cc2)c2ccccc2c1=O,-12%,?,-12%,-11,-10%,-15%,2%,-5%,i
O=C(CNCc1ccco1)Nc1ccc(Oc2ccccc2)cc1,-6%,-8%,.,-2,0%,3%,-72%[inhibitor],4%,i
N#Cc1c(N)n(CCOC(=O)c2cccc(Br)c2)c2nc3ccccc3nc12,-61%,?,-9%,14,-20%,-24%,?,-14%,i
O=C(Nc1ccc(NC(=O)c2ccco2)c(Cl)c1)c1ccccc1,-11%,-3%,.,?,2%,14%,3%,0%,i
CC(=O)Nc1ccc(S(=O)(=O)NCc2ccc(C)n2C)cc1,6%,14%,13%,2,15%,-1%,-2%,10%,?
COC(=O)c1ccc(NC(=O)c2c(NCc3cccc(F)c3)sc3c2CCCC3)cc1,-59%,.,?,.,.,.,.,10%,?
OCCCNc1ncnc2c1[nH]c1ccccc12,-9%,-1%,-11%,39,-2%,-3%,29%,5%,i
Cc1ccc(NC(=O)CC2C(=O)N(Cc3ccccc3)C(=S)N2NC(=O)c2cccc(F)c2)c(C)c1 (stereo unspecified),-29%,?,?,-13,-18%,-10%,-3%,-26%,?
